Compound activity (PubChem)
EBV LMP1 NFkB – Epstein-Barr LMP1 NF-kappaB reporter inhibition. inhibition, % at 12.5 µM. 350,000 tested, 0.69% active. LMP1-induced NF-kappaB luciferase reporter cells, luminescence; in the data active means inhibition above about 41%;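 further: 0% = neutral control wells and 100% = reference inhibitor control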
ABHD5-PLIN5 inh – ABHD5-PLIN5 protein interaction inhibition. inhibition, % at 4 µM. Q00G26+Q8WTS1. 360,000 tested, 0.78% active. Split G. princeps luciferase complementation, luminescence, 4 h;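 active means inhibition above the mean inhibition across every tested compound plus 3 SD, cut at about 22% in these data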;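 further: 0% = DMSO only wells and the 100% control is not disclosed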
SRC3 inh – human NCOA3 inhibition; Q9Y6Q9; HEK293 GAL4-SRC3 luciferase reporter, luminescence; inhibition, % at 3.6 µM; 360,000 tested, 0.17% active;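 active means inhibition above a per-campaign cutoff, the mean of all compounds plus 3 SD, cut at about 60% in these data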;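 further: 0% = DMSO-treated cells and 100% = gossypol-treated cells at 36 µM; higher means less SRC3-driven luciferase light from the GAL4 reporter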
NR5A2 inv ag – NR5A2 inverse agonism in reporter assay | HEK293T StAR-luciferase reporter, LRH-1 transfected, 24 h | inhibition, % at 3.6 µM | 360,000 tested, 0.13% active | AID 602396;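 active means inhibition above the mean inhibition of all tested compounds plus 3 SD, cut at about 73% in these data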;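 further: 0% = DMSO wells and 100% = reporter-only cells lacking LRH-1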
SRC1 inh – inhibitors of human steroid receptor coactivator 1 (SRC1) | Q15788 | HEK293 GAL4-SRC1 luciferase reporter, luminescence | inhibition, % at 3.6 µM | 360,000 tested, 0.12% active;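 active means inhibition above the campaign mean plus 3 SD, with each screening campaign given its own cutoff, cut at about 60% in these data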;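 further: 0% = DMSO treated cells and 100% = gossypol at 36 µM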
NR2F2 inh – inhibitors of human COUP-TFII (NR2F2) | P24468 | HEK293T NGFI-A luciferase reporter, luminescence | inhibition, % at 8.6 µM | 370,000 tested, 0.7% active | AID 686940;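 active means inhibition above a per-plate cutoff, mean inhibition of test wells between control levels plus 3 SD, cut at about 38% in these data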;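 further: cells cotransfected with COUP-TFII expression vector driving the NGFI-A reporter; 0% = median of COUP-TF2 test wells and 100% = reporter-only cells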
TLR9-MyD88 inh – blocks human TLR9 binding to MyD88 | AID 504734 | CHO BLA complementation TLR9-MyD88, CCF4 FRET ratio | 340,000 tested, 0.21% active | Q9NR96+Q99836 | inhibition, % at 4.98 µM;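 active means inhibition above the mean over all tested compounds plus 3 SD, cut at about 21% in these data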;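 further: 0% = DMSO only wells and 100% = clavulanate BLA inhibitor control wells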
Target sequence (Q99836 whole entry, looked up): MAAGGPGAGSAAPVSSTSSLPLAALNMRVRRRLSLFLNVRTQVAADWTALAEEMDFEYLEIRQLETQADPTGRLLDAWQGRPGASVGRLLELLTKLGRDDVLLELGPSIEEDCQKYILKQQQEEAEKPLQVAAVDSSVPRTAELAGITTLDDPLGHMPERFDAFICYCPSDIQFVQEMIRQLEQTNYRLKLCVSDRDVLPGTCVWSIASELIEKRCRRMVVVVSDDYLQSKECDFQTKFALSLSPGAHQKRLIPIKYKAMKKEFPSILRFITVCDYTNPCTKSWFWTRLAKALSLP
Target sequence (Q9NR96 whole entry, looked up): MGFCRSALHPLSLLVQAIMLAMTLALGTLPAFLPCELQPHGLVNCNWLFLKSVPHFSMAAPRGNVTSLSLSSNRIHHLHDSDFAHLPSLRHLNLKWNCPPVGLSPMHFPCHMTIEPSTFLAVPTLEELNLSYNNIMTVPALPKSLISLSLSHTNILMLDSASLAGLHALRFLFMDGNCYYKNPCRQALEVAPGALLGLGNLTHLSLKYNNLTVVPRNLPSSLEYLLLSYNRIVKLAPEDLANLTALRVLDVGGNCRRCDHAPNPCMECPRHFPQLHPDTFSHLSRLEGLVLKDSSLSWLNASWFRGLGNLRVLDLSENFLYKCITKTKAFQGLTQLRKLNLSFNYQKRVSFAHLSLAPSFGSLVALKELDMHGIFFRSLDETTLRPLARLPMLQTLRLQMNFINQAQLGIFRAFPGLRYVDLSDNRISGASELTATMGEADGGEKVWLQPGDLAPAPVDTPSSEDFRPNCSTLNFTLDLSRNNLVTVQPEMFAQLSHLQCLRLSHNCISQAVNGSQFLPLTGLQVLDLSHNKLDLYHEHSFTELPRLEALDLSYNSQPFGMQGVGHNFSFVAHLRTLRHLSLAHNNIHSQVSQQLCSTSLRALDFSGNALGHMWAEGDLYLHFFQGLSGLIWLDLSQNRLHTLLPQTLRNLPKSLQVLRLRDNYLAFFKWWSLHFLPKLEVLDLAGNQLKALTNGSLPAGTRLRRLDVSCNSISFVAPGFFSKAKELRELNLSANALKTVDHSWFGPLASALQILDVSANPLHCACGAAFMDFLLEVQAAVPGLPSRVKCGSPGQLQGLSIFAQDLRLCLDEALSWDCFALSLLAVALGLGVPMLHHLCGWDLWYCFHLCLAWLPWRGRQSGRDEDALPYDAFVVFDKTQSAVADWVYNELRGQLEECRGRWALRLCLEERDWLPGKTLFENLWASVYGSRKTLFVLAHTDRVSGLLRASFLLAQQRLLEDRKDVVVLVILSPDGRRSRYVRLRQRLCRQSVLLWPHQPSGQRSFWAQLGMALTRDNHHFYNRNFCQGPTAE
MC4R antag cAMP – blocks human MC4R cAMP signaling | P32245 | MC4R-expressing cells, MTII-stimulated cAMP, LANCE TR-FRET | inhibition, % at 6.5 µM | 360,000 tested, 0.48% active | AID 540295;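 active means inhibition above its plate's cutoff, the mean of tested wells on that plate plus 3 SD, cut at about 29% in these data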;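 further: 0% = Melanotan II alone and 100% = Melanotan II plus saturating MCL0020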
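Material – human MC4R-expressing U2OS cells · Repeats – no replicates · Detection – TR-FRET with Eu-cAMP and labeled anti-cAMP, 671 nm · Times – compound 30 min, challenge 1 h, detection 1 h · Compound – single nominal compound dose of 6.5 µM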
SRC2 inh – inhibits human steroid receptor coactivator 2; HEK293 GAL4-SRC2 luciferase reporter, luminescence; inhibition, % at 9 µM; Q15596; AID 651957; 370,000 tested, 0.17% active;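 active means inhibition above the mean inhibition of all tested compounds plus 3 SD, set per campaign, cut at about 52% in these data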;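 further: 0% = DMSO treated cells and 100% = cells given Gossypol at 36 µM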
NOD2 RIPK2 PPI – NOD2-RIPK2 protein interaction inhibition; 360,000 tested, 0.38% active; O43353; inhibition, % at 4.98 µM; CHO BLA complementation NOD2-RIPK2, CCF4 ratio; AID 624267; in the data active means inhibition above about 21%;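 further: 0% = vehicle only and 100% = reference blocker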
MC4R barr agon – activates human MC4R beta-arrestin recruitment; activation, % at 8.9 µM; 360,000 tested, 0.98% active; AID 540308; P32245; U2OS MC4R beta-arrestin complementation, luminescence; percent of melanotan II response, DMSO zero;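 active means activation above a per-plate cutoff, the mean activation of sample wells on that plate plus 3 SD, cut at about 8% in these data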
Starred values were filed as active, the others as inactive; . = no result given. This is a subset, so the mix of outcomes need not match the whole.

SMILES	EBV LMP1 NFkB	ABHD5-PLIN5 inh	SRC3 inh	NR5A2 inv ag	SRC1 inh	NR2F2 inh	TLR9-MyD88 inh	MC4R antag cAMP	SRC2 inh	NOD2 RIPK2 PPI	MC4R barr agon
O=C(NCc1ccc(Cl)cc1)C1CCCO1 (stereo unspecified)	2	1	15	11	1	-10	3	0	-9	-3	0.1
COc1cc2c(cc1OC)C(C)N(CC(=O)Nc1ccc(C)c(S(=O)(=O)N3CCOCC3)c1)CC2 (stereo unspecified)	11	-3	7	10	8	31	-11	13	17	-1	-2.7
CC(Sc1nc2ccccc2c(=O)n1C)C(=O)N(C)C1CCCCC1 (stereo unspecified)	23	2	12	28	18	46*	3	-1	26	-6	-0.9
CCN(CC)C(=O)CSc1nc2ccccc2c(=O)n1-c1cccc(OC)c1	4	4	-2	5	-10	3	-9	-3	-18	9	-0.1
Cc1ccc(Cl)cc1NC(=O)CN1C(=O)NC2(CCCCCC2)C1=O	-2	-4	-4	5	-3	9	3	-7	-32	-2	-0.3
N#Cc1ccc(COC(=O)c2cccnc2Cl)cc1	-1	-3	9	-29	-2	12	-9	18	-19	4	-0.1
O=C(CC1C(=O)N(Cc2ccccc2)C(=S)N1CCN1CCOCC1)Nc1ccc(F)cc1 (stereo unspecified)	-10	2	4	4	14	11	.	6	15	-3	1.5
COc1ccccc1N1N=C(c2ccc([N+](=O)[O-])cc2)CC1c1ccccc1 (stereo unspecified)	-11	13	10	4	-17	9	18	17	23	11	-0.7
Cc1cc(/C=N/Nc2nc(N3CCOCC3)nc(N3CCOCC3)n2)c(C)n1-c1ccccc1	8	7	-6	-5	-6	10	-15	-13	-4	-2	-2.1
CCOC(=O)c1c(NC(=O)CN2CCOCC2)sc(C(=O)NC)c1C	1	1	12	-9	11	-10	-12	20	-7	-1	2.2
CCOC(=O)c1cccc(NC(=O)CSc2nc3ccccc3c(=O)n2CC)c1	8	5	16	-19	7	-12	-1	-2	-6	2	-0.7
CCC(=O)Nc1ccc2oc(-c3ccccc3Br)nc2c1	-26	1	-126	-157	-94	-36	-11	3	-48	9	2.2
COc1ccc(/C=C/C(=O)Nc2cccc(S(=O)(=O)NC3=NCCCCC3)c2)cc1	1	1	-22	-51	-40	-19	-1	-8	-46	-2	-0.2
COc1cc(/C=C/C(=O)OCC(=O)N2CCN(C(=O)c3ccco3)CC2)ccc1O	3	1	15	-11	-6	0	5	-3	15	2	-2.3
COc1ccccc1-c1cc2nc(NCCc3ccc(S(N)(=O)=O)cc3)ccn2n1	.	10	-4	21	-40	7	.	5	10	-6	-0.4
COC(C[C@@H]1O[C@@H]1C(=O)[C@@H](C)OCc1ccccc1)OC	21	-7	0	-5	-7	15	6	-4	-5	-3	-2.0
COc1ccc(-c2noc(CSc3nc(-c4ccccc4)cc(=O)[nH]3)n2)cc1	10	1	-23	-6	-79	.	-3	17	.	-15	2.3
O=C1[C@H](Cc2ccccc2)NCC=CC[C@H](c2ccc(Cl)cc2)N1Cc1ccc(Cl)cc1	-3	5	18	1	-16	-2	4	9	6	-7	2.5
CCOP(=O)(OCC)C(Nc1ccccc1)c1cc(OC)ccc1OC (stereo unspecified)	1	0	23	1	15	10	-6	2	15	-7	-2.9
Cc1cc(=O)[nH]c(Nc2ccc(N(C)C)cc2)n1	2	3	10	-22	-5	16	0	-2	-8	-1	1.5
Cc1ccc(N2C(=O)CCSC23C(=O)Nc2ccccc23)cc1 (stereo unspecified)	4	-6	2	2	-1	-2	2	8	-28	6	-0.5
CCOC(=O)COc1cc([N+](=O)[O-])cc2cccnc12	-1	-3	2	4	-15	7	-3	-3	-20	3	-1.4
COc1ccccc1NS(=O)(=O)c1cc(NC(=O)c2cccs2)ccc1N1CCCCC1	7	-1	22	24	12	-4	-8	1	4	-6	-0.5
CC(C)C(=O)c1c(C(C)C)nn2ccccc12	11	0	16	-7	6	-7	-11	-7	20	9	0.3
CCc1nc2c(OCc3ccc(C(F)(F)F)cc3)cccn2c1N(C)C(=O)c1ccc(OC)cc1	.	10	14	23	-5	1	.	-10	-5	2	0.3

More records follow:
SMILES	EBV LMP1 NFkB	ABHD5-PLIN5 inh	SRC3 inh	NR5A2 inv ag	SRC1 inh	NR2F2 inh	TLR9-MyD88 inh	MC4R antag cAMP	SRC2 inh	NOD2 RIPK2 PPI	MC4R barr agon
COc1cccc(C(=O)/C=C/Nc2cccc(O)c2)c1	-5	-2	-77	-157	-91	.	0	7	.	-8	1.5
CC(=O)Nc1ccc(CN2CCN(Cc3ccc(F)c(F)c3)C(CCO)C2)cc1 (stereo unspecified)	-4	-1	-4	-1	4	-1	10	7	-3	-3	-2.9
COC(=O)c1ccccc1NC(=O)CC#N	-5	8	4	2	4	11	-27	-2	0	7	-0.4
Cc1ccc(SCCC(=O)NCCSCc2ccco2)cc1	5	4	12	7	4	-29	-3	19	11	-6	-2.6
Cn1cc(SCC(=O)N2CCCc3ccccc32)c2ccccc21	3	-5	1	11	-3	-26	-7	0	8	-5	-0.3
COc1ccc(CNC(=O)CN(CC2CCCO2)C(=O)CNS(=O)(=O)c2ccc(F)cc2)cc1 (stereo unspecified)	9	-2	-3	24	12	-1	4	0	-14	-1	0.2
Cc1cnc(NC(=O)CSc2nnc(Cc3ccccc3)o2)s1	-7	-14	21	25	-11	.	-4	1	.	-12	1.5
O=C(Nc1ccc2ccccc2c1)C(c1ccc(C(F)(F)F)cc1)n1c(=O)c(-c2cc3ccccc3[nH]2)nc2ccccc21 (stereo unspecified)	.	-16	.	14	.	10	.	.	-89	46*	.
COC(=O)N/N=C/c1cn(CC(C)COc2ccccc2)c2ccccc12 (stereo unspecified)	-7	-3	18	9	1	9	-1	-3	19	-1	1.1
Cc1cc(O)c(C2(O)C(=O)Nc3ccccc32)cc1C (stereo unspecified)	6	-2	0	5	11	5	-9	3	-26	-12	-1.5
O=C(CSc1ncnc2c1nnn2-c1ccc(F)cc1)NCC1CCCO1 (stereo unspecified)	6	-7	3	7	-2	-4	-2	2	8	-4	-0.9
O=C1N2CCCCC1(c1ccccc1)CCCC2	.	-7	.	-1	.	7	.	.	-13	3	.
COc1ccc(N2CCN(C(CNC(=O)C(=O)NCCCn3ccnc3)c3cccnc3)CC2)cc1 (stereo unspecified)	2	-7	6	10	1	-2	1	-1	-4	3	2.0
O=C(Cn1cnc2c(cnn2-c2ccc(Cl)cc2)c1=O)N1CCN(c2ccccc2)CC1	15	-2	-21	-3	5	-9	-3	8	5	1	1.2
CC1=C(C(=O)N(C(C)C)C(C)C)CC(CC(=O)NCCCCc2ccccc2)C(=O)N1CCCN1CCCC1=O (stereo unspecified)	.	4	2	7	-22	-14	.	.	4	-2	.
COc1ccc(S(=O)(=O)N2CCCC2C(=O)n2nc(C)cc2C)cc1 (stereo unspecified)	5	-10	-15	-3	-19	-2	6	5	-7	6	-2.3
N#C/C(=C\c1ccccc1Cl)C(=O)NC(=O)Oc1ccccc1	-6	-8	-3	35	-56	7	-5	2	15	-11	0.6
O=C(C[C@@H]1C/C=C\C[C@@H](Cc2ccc(F)cc2)C(=O)OC[C@@H]2CCCN2C1=O)N[C@H](CO)Cc1ccccc1	-2	-3	-12	-13	-5	26	-10	4	-3	-5	-0.7
COc1ccc(C(=O)OCC(=O)NC2CC2)cc1	0	-1	4	-6	9	6	-10	6	-38	-17	-1.5
O=C(NCCCN1CCOCC1)c1cc2c(s1)-c1ccccc1OC2	-6	8	4	-1	-3	-16	0	2	1	-7	-1.2
N=c1c2ccccc2nc2n1CCCCC2	-4	-5	-7	-17	-19	-4	1	0	-16	-24	2.5
COc1ccc(/C(C)=N/N2CCOCC2)c(O)c1	4	-1	5	16	-8	-24	-4	20	-33	0	-2.3
O=C(c1snnc1-c1ccccc1)N1CCOCC1	3	2	7	-8	2	-5	-10	3	8	-2	-3.8
CCOCCn1c(CN(C)Cc2ccccc2)nc2c1c(=O)n(C)c(=O)n2C	-2	3	13	7	10	-20	-2	9	7	-2	0.3
O=C(c1ccc2ccccc2n1)N1CCN(c2ccccc2Cl)CC1	-22	6	-45	-59	-56	-21	2	-10	-40	0	-2.6

Remaining list, next part.
SMILES	EBV LMP1 NFkB	ABHD5-PLIN5 inh	SRC3 inh	NR5A2 inv ag	SRC1 inh	NR2F2 inh	TLR9-MyD88 inh	MC4R antag cAMP	SRC2 inh	NOD2 RIPK2 PPI	MC4R barr agon
CC1=NN(c2ccccc2C)C(=O)C1	2	-41	2	7	-5	7	-1	-3	0	-7	-2.2
Cn1cc(S(=O)(=O)NC(c2ccccc2)c2ccccc2)c(=O)n(C)c1=O	-1	-2	8	10	4	1	-4	4	-21	-2	-0.2
NCCCn1c(C(=O)c2cc(Cl)c(N)c(Cl)c2)c2ccc([N+](=O)[O-])cc2[n+]1[O-]	32	8	34	30	-1	-23	8	-5	2	2	0.1
COc1ccc(C(=O)Cn2nnc(-c3ccccc3NC(=O)C(F)(F)F)n2)cc1	-2	-4	4	-30	1	-7	-6	7	9	2	-0.4
COc1ccc(/C(C)=N/NC(=O)CNC(=O)/C=C\c2ccccc2)c(OC)c1	3	-4	3	4	-4	-9	-2	10	1	4	-1.2
O=C(NCC1CCCN1S(=O)(=O)c1cccs1)C(=O)Nc1ccccc1Cl (stereo unspecified)	1	-12	9	-20	-9	-12	-16	1	-4	-3	-4.4
CC(C)(C)c1cc[n+](-c2[nH]c(=O)sc2/C=N/N=C(\[O-])c2cccnc2)cc1	0	-3	-7	2	9	-12	5	-28	-6	6	-0.8
COC(=O)Cc1cc(OC)c(OC)cc1S(=O)(=O)N(C)C	-11	5	10	1	-13	13	-5	0	9	-3	-0.2
COc1ccc(S(=O)(=O)N(CC(=O)NCc2cccnc2)c2ccc(C)cc2)cc1OC	-4	8	20	2	-6	12	1	16	0	-5	0.7
CC(=O)CC(=O)Nc1ncc(C(F)(F)F)cc1Cl	-3	6	20	-4	1	-1	3	1	-50	-5	2.0
COc1ccccc1N1CCN(C(=O)c2ccoc2C)CC1	4	0	4	8	6	-10	0	0	-26	1	-0.8
O=C(c1ccc(F)cc1F)N1CCCC(c2nc(-c3ccc(F)cc3)no2)C1 (stereo unspecified)	-13	6	2	-7	-6	-2	-4	3	10	-14	0.2
CCN(CC)CCNC(=S)Nc1ccc2nc(N3CCN(C)CC3)cc(C)c2c1	-10	-5	-3	-8	-13	5	10	15	14	12	0.0
CSc1ccc(NC(N)=S)cc1	2	-4	6	8	12	11	-6	14	3	-11	-3.4
COc1ccc(OC)c(N(CC(=O)Nc2cccnc2)S(C)(=O)=O)c1	-2	0	10	1	2	2	-12	8	1	-13	-1.3

2 compounds from above, showing only TLR9-MyD88 inh and SRC2 inh:
| structure | TLR9-MyD88 inh | SRC2 inh |
| --- | --- | --- |
| CC1=NN(c2ccccc2C)C(=O)C1 | -1 | 0 |
| COc1ccc(S(=O)(=O)N(CC(=O)NCc2cccnc2)c2ccc(C)cc2)cc1OC | 1 | 0 |
